HKDC1 inh: inhibitors of human hexokinase HKDC1; hit rate 0.16% among 340,000; Q2TB90; recombinant HKDC1, G6PDH/diaphorase resazurin coupled fluorescence; inhibition, % at 20 µM;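 active means inhibition above about 35% when tested at 20 µM, limit read from the data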;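 further: plate controls were DMSO wells with enzyme for no effect and DMSO wells lacking enzyme for full effect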
Target sequence (Q2TB90 whole entry, looked up): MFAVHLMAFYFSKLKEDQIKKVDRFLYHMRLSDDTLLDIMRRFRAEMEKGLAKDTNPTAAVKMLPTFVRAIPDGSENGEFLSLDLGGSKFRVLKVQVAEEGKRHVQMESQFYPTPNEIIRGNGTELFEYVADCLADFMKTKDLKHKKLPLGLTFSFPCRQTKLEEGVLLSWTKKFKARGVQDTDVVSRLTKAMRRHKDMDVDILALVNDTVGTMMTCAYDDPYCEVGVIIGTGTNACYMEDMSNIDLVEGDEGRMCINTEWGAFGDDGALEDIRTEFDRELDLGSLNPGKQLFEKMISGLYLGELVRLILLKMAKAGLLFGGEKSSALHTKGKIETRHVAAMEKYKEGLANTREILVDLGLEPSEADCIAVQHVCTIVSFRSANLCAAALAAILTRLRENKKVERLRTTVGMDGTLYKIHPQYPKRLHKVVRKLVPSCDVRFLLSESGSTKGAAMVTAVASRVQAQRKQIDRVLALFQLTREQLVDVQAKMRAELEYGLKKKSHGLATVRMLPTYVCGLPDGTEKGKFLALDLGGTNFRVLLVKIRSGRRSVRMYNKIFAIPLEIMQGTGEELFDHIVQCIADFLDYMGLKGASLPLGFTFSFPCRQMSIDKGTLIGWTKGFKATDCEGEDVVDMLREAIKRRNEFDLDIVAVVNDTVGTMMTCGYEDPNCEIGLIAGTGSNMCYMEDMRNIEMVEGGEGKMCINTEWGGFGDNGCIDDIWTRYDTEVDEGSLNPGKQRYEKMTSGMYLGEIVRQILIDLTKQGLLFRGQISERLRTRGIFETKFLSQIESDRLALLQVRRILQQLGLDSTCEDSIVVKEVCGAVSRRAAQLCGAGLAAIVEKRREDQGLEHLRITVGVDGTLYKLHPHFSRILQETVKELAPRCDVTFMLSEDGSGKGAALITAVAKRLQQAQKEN
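test system = in-house recombinant HK5 (HKDC1) enzyme | amount = HKDC1 at 5 µg/mL | control set = DMSO-enzyme wells negative, buffer-substituted wells positive | compound = one dose of 20 µM, 1% DMSO | schedule = reaction time 90 min, room temperature, protected from light | technique = resorufin fluorescence at 613 nm | reagent = glucose with 1 mM ATP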
SENP7 inh: SENP7 protease inhibition; AID 434973; hit rate 1.5% among 330,000; inhibition, % at 5 µM; recombinant SENP7, Z-RLRGG-aminoluciferin luminescence, 40 min;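 active means inhibition above about 50% at the single test dose, limit read from the data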;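 further: plate controls were DMSO with enzyme for no effect and no enzyme buffer wells for full effect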
Apaf-1 inh: inhibitors of human Apaf-1 apoptosome; hit rate 0.71% among 330,000; reconstituted apoptosome caspase-3 activity, DEVD-Rh110 fluorescence; AID 489030; inhibition, % at 20 µM; O14727; active means inhibition of at least 40% at 20 µM;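 further: plate controls were DMSO wells for no effect and DEVD-CHO caspase inhibitor wells for full effect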
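System – cell-free apoptosome with Apaf-1, procaspase-3 and caspase-9 · Buffer or medium – pH 7.5 Hepes buffer with CHAPS, BSA, DTT · Also added – cytochrome c with DEVD-Rh110 · Times – 30 min compound preincubation, 50 min activation, room temperature · Technique – Rh110 fluorescence intensity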
SENP6 inh: blocks the human protease SENP6; hit rate 1.8% among 330,000; Recombinant SENP6 catalytic domain, aminoluciferin luminescence; AID 2599; Q9GZR1; inhibition, % at 10 µM;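 active means inhibition above about 50% at the single tested dose, limit read from the data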;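 further: plate controls were DMSO wells with enzyme for no effect and DMSO wells lacking enzyme for full effect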
SENP8 block-1: blocks the human protease SENP8; purified SENP8, Z-RLRGG-aminoluciferin cleavage, luminescence; inhibition, % at 10 µM; hit rate 1.2% among 330,000; AID 2540; in the data active means inhibition above about 50%
Target sequence (Q96LD8 whole entry, looked up): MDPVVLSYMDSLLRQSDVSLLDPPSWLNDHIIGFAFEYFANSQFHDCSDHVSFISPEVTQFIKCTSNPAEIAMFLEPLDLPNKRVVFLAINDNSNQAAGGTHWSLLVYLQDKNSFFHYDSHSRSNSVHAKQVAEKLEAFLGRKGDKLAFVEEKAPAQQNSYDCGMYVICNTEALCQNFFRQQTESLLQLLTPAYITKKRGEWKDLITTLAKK
PfGluPho inh: PfG6PD (Plasmodium falciparum) enzyme inhibition; PfGluPho enzyme, NADPH resazurin-diaphorase fluorescence; inhibition, % at 20 µM; hit rate 0.78% among 350,000;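 active means inhibition reaching at least a set limit at 20 µM in the primary screen, cut at about 59% in these data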;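 further: 0% = DMSO wells with substrate and 100% = DMSO wells lacking glucose-6-phosphate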
SENP8 block-2: inhibitors of human SENP8 protease; hit rate 0.64% among 360,000; Q96LD8; AID 602440; inhibition, % at 20 µM; recombinant SENP8, Nedd8 substrate fluorescence; in the data active means inhibition mostly above about 40%, no sharp cut-off; inactive means mostly below about 27%
SENP1 FRET inh: SENP1 (human) catalytic domain inhibition; hit rate 0.21% among 360,000; Q9P0U3; inhibition, % at 10 µM; recombinant SENP1 catalytic domain, CyPet-SUMO1-YPet FRET cleavage;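 active means inhibition at least 30% at 10 µM, raw YFP signal under a set limit, fluorescence ratio 0.5 to 1.5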;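 further: 0% = enzyme with DMSO and 100% = no enzyme wells; some results filed as inactive read as strong as hits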
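system = hSENP1 catalytic domain, recombinant | reagent = SFCypet-SUMO1-SFYpet substrate at 25 nM | doses = one dose per compound, 10 µM, 0.5% DMSO | incubation = enzyme reaction for 50 min at room temperature, dark | measured by = FRET, CFP and YFP emission | controls = no-enzyme low, enzyme-DMSO high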
The depositor's hits bear a star; i = inactive; . = not tested or not shown.

SMILES	HKDC1 inh	SENP7 inh	Apaf-1 inh	SENP6 inh	SENP8 block-1	PfGluPho inh	SENP8 block-2	SENP1 FRET inh
O=C(Nc1ccc(Cl)c(Cl)c1)Nc1cc(S(=O)(=O)N2CCOCC2)ccc1N1CCCC1	-3	11	25	-14	-7	25	-4	2
O=C(CN(c1ccccc1)S(=O)(=O)c1ccccc1)NCCSCc1ccco1	5	1	11	-1	2	19	22	-9
CCOc1ccc(-c2noc(-c3cccnc3)n2)cc1OCC	-5	3	4	-10	-6	8	11	-1
CCOC(=O)c1n[nH]n2c1nc(=O)c1ccccc12	0	.	.	.	.	13	-204	-2
CCOC(=O)c1ccc(N2C(=O)C3C(/C=C/c4ccccc4)OC4(C(=O)c5ccccc5C4=O)C3C2=O)cc1 (stereo unspecified)	2	-5	23	10	-9	-37	10	4
C=Cn1c(C(=O)O)cc(CC)c1-c1ccccc1	2	3	-9	-6	1	6	16	-4
CC(NC(=O)COC(=O)C1CCN(c2ccc(C(F)(F)F)cn2)CC1)c1ccc(F)cc1 (stereo unspecified)	4	0	2	5	-4	-3	-48	1
Cc1c(C(=O)N2CCN(S(=O)(=O)c3ccccc3)CC2)oc2ccccc12	2	5	21	-7	-8	3	11	-1
Cc1ccccc1-c1noc(-c2ccc(Cl)cc2)n1	-1	79*	-5	-4	30	-13	9	2
COc1ccc(C(=O)N2CCCC(c3ccccc3)=N2)cc1	-3	-2	7	-10	-5	-5	7	2
COc1ccccc1Oc1coc2c(CN(C)C)c(O)ccc2c1=O	-2	2	15	-15	-1	-15	i	-4
CSC1=NC(C)(C)CC2(C)Nc3ccccc3N12 (stereo unspecified)	-10	-5	-6	6	-6	-2	21	19
CC1Cc2ccccc2N1CC(=O)NC(=O)NCc1ccco1 (stereo unspecified)	3	-4	-1	3	-2	-5	-32	-61
NS(=O)(=O)c1ccc(CCNC(=O)CNC(=O)Cc2cccc3ccccc23)cc1	-2	6	4	-15	5	8	5	-1
COc1ccc(C(=O)C2CCCN(C(=O)CCC3=NNC(=O)CC3)C2)c(C)c1 (stereo unspecified)	1	-11	11	-24	-8	6	2	-2
CCOCCCNC(=O)c1ccc(N2CCCC2)c(NS(=O)(=O)c2ccc(C)cc2)c1	-8	3	-4	-2	3	2	-2	2
CSc1ccccc1C(=O)N1CCCCC1	2	-1	-2	-15	-5	9	5	2
CCCn1c(SCC(=O)N(C)CC(=O)Nc2ccc(Cl)cc2)n[nH]c1=O	-6	7	-5	-6	8	0	-2	3
CCCCNc1ncnc2[nH]ncc12	-4	.	.	.	.	-11	-98	1
Clc1cccc(CSc2ncn(-c3ccccc3)n2)c1	3	2	5	19	-11	34	18	0

SENP7 inh, what is marked active above.
compound,HKDC1 inh,SENP7 inh,SENP6 inh,SENP8 block-1,PfGluPho inh,SENP1 FRET inh
Cc1ccccc1-c1noc(-c2ccc(Cl)cc2)n1,-1,79*,-4,30,-13,2

Remaining list, next part:
SMILES	HKDC1 inh	SENP7 inh	Apaf-1 inh	SENP6 inh	SENP8 block-1	PfGluPho inh	SENP8 block-2	SENP1 FRET inh
CCN(CC)c1ncnc2sc(C(=O)N3CCN(c4ccccc4)CC3)c(C)c12	-4	-2	12	6	-2	-6	-64	-8
Cc1cc(=O)[nH]c(SCC(=O)N2CCCc3ccccc32)n1	-1	0	-27	-9	-4	-6	10	-1
CCCNC(=S)NNC(=O)c1cc(-c2cccnc2)nc2ccccc12	-2	11	-6	-7	-7	-17	-276	3
COc1ccc(NC(=O)CS(=O)(=O)c2cn(CC(=O)N(C(C)C)C(C)C)c3ccccc23)c(OC)c1	1	5	-1	15	-5	-4	-3	1
O=C1CCCN1CCCNS(=O)(=O)c1ccc(Br)s1	4	3	-9	3	-7	5	-6	-27
CN(C)c1cc[nH]c(=O)c1C#N	-5	3	-5	-6	-2	3	9	0
CCOC(=O)C(NC(=O)Nc1cccc(C)n1)(OCC(F)(F)F)C(F)(F)F (stereo unspecified)	1	-8	10	-15	-6	4	12	1
CCCn1c(SCC(=O)NC(C)C23CC4CC(CC(C4)C2)C3)n[nH]c1=O (stereo unspecified)	4	5	-10	-12	2	-2	12	-2
CCCCn1c(CN(C)Cc2ccccc2)nc2c1c(=O)n(C)c(=O)n2C	-2	5	10	3	8	3	6	2
CN(C)C(CNS(=O)(=O)c1ccc(Cl)cc1F)c1ccco1 (stereo unspecified)	2	1	5	2	-10	-22	2	4
Cc1ccccc1-n1c(C)cc(/C=C2/C(=N)N3C(c4ccccc4)=CSC3=NC2=O)c1C	0	7	16	-2	-1	-13	-160	-40
NC(=O)CCS(=O)(=O)CCN1CCCCC1	0	-5	-9	-8	-4	-5	10	-1
CCCN1CCN(CCCNC(=O)Cn2ncc3c4ccccc4n(C)c3c2=O)CC1	-6	11	16	-11	-8	3	-142	-2
Cc1nc(N)c(Cc2ccccc2F)c(N)n1	-7	-2	0	-4	3	-1	-3	2
CCOC(=O)c1cc(C#N)c(N2CCCC2)nc1-c1ccccc1	-3	8	19	-6	-4	6	i	-13
Cc1ccc(C(=O)Nc2nc(-c3cc(Cl)sc3Cl)cs2)cc1	-3	-10	1	-10	-7	8	-8	0
CCOCCSc1nc2c(c(=O)[nH]c(=O)n2C)n1CCCc1ccccc1	31	12	4	-2	1	25	44*	3
Cc1cccc(N2CCN(C(=O)c3ccc(CS(=O)Cc4cccc(Cl)c4)o3)CC2)c1C (stereo unspecified)	-1	-14	27	-17	-11	8	17	-3
C=CCc1ccc(OCCOc2cccc(/C=N/n3cnnc3)c2)c(OC)c1	-2	5	21	6	-4	8	28	3
CC(C(=O)NCC1(c2ccccc2)CCCC1)N1CCCC1 (stereo unspecified)	8	1	-16	-4	-5	4	20	1

Ordered by the number under HKDC1 inh (smallest number first): some entries from above.
compound	HKDC1 inh
Cc1nc(N)c(Cc2ccccc2F)c(N)n1	-7
C=CCc1ccc(OCCOc2cccc(/C=N/n3cnnc3)c2)c(OC)c1	-2
Cc1cccc(N2CCN(C(=O)c3ccc(CS(=O)Cc4cccc(Cl)c4)o3)CC2)c1C (stereo unspecified)	-1
COc1ccc(NC(=O)CS(=O)(=O)c2cn(CC(=O)N(C(C)C)C(C)C)c3ccccc23)c(OC)c1	1
CCCn1c(SCC(=O)NC(C)C23CC4CC(CC(C4)C2)C3)n[nH]c1=O (stereo unspecified)	4

New compounds follow
SMILES	HKDC1 inh	SENP7 inh	Apaf-1 inh	SENP6 inh	SENP8 block-1	PfGluPho inh	SENP8 block-2	SENP1 FRET inh
COc1ccc(OC)c(NC2c3ccccc3C(=O)N2Cc2ccc3c(c2)OCO3)c1 (stereo unspecified)	15	16	11	-10	-5	25	13	-1
COc1ccc(CCNC(=O)Cn2cccc2C(=O)c2ccccc2)cc1OC	-5	-3	0	-10	-10	-14	8	1
CCCCCC(=O)N/N=C(\C)c1ccccn1	1	0	-4	-11	-4	-8	13	1
N#CCCN(C(=O)COC(=O)c1ccc(S(=O)(=O)N2CCOCC2)cc1)c1ccccc1	1	6	-5	3	8	-18	29	-1
CC(C)c1ccc(NC(=O)C2CCC(CNC(=O)[C@@H]3Cc4ccccc4CN3)CC2)cc1 (stereo partly specified)	-3	9	6	-2	-9	-9	2	0
COc1ccc(Nc2cc(Cl)nc(N)n2)cc1	3	0	1	7	-5	43	2	1
CC1CCc2cccc3c2N1c1cc(C#N)c(C#N)cc1O3 (stereo unspecified)	-6	-7	3	1	-7	-2	5	-26
COc1ccc(C(CNC(=O)c2cccc(NC(=O)c3cccs3)c2)N2CCCC2)cc1 (stereo unspecified)	3	-7	4	-5	-10	-1	24	-1
CCCn1c(=O)c2ccccc2n2c(SCc3cc(=O)oc4ccc5ccccc5c34)nnc12	-12	6	1	-9	0	9	-239	-74
CC(OC(=O)c1ccc(S(=O)(=O)N(C)C)cc1)C(=O)Nc1ccc(Cl)cn1 (stereo unspecified)	-3	-5	10	-19	-11	-13	11	3
Cn1c(N2CCOCC2)c(/C=N/O)c2ccccc21	-8	2	2	-2	-2	-5	-32	-2
COc1ccc(-c2cccc(NC(=O)c3cccs3)c2)nn1	0	-5	3	3	7	15	2	-8
CCc1nnc(NCC(=O)N2CCc3ccccc32)s1	3	0	7	0	6	-1	19	-11
O=C(NN=Cc1ccccc1O)C(O)(c1ccccc1)c1ccccc1	-12	.	.	.	.	-12	-40	-8
Cc1ccc(C(=O)Nc2ccc(C(F)(F)F)n(C)c2=O)cc1	-6	2	-2	-3	-9	1	-46	-2
Cc1cccc(Oc2ncnc(N)c2[N+](=O)[O-])c1	4	-6	-3	3	-4	-18	7	1
Cn1c(CCNC(=O)c2ccco2)nc2cc(NC(=O)c3ccco3)ccc21	-4	2	-11	-8	-9	7	14	-3
COc1ccc(CNC(=O)C(c2cccs2)N(C(=O)c2csnn2)C2CC2)cc1 (stereo unspecified)	-7	8	-9	-12	-1	4	15	2
O=C(Nc1cc2c(cc1[N+](=O)[O-])OCCO2)c1cccnc1	-8	-4	-6	-11	0	3	22	2
O=C(CCl)Nc1ccccc1Sc1ccccc1	1	1	-3	-12	1	5	7	3
Cc1ccc(OCC(=O)N2CCN(C(=O)c3ccc([N+](=O)[O-])cc3)CC2)cc1	-12	4	0	-1	1	-14	13	-1
O=C(COC(=O)C1CC2C=CC1C2)Nc1cccc(S(=O)(=O)N2CCCCC2)c1 (stereo unspecified)	-8	1	19	-5	-2	13	3	1
CC(=O)c1ccc(NC(=O)CSc2cn[nH]n2)cc1	-9	4	-294	2	-3	-20	10	-2
CCOC(=O)Cc1c(C)nc2cc(-c3ccc(Cl)cc3)[nH]n2c1=O	5	2	7	-8	1	-34	-56	0
COc1ccccc1N1CCN(C(=O)CCS(=O)(=O)c2ccc3c(c2)NC(=O)C(C)S3)CC1 (stereo unspecified)	-1	10	13	5	6	0	14	1
Cc1ccc(S(=O)(=O)N2CCC(C(=O)NCCCN3CCOCC3)CC2)cc1	-1	12	9	-19	-16	-7	0	-1
CC(C)Cc1nnc(NC(=O)CN2C(=O)NC3(CCCCC3)C2=O)s1	-3	-11	-2	-5	-9	4	13	1
COC(=O)[C@@H]1C[C@@]2(O)[C@H](O)[C@H](O)[C@H](O)C[C@H]2N1Cc1ccc(C)s1	-4	-9	7	-5	-9	8	13	1
CCOC(=O)C1=C(C)N=C2SC(C(=O)OC)=CC(=O)N2C1c1ccc(OC)cc1 (stereo unspecified)	2	4	8	1	-5	-1	18	2
CC(C)NC(=O)/C(=N\O)c1ccccc1	-6	7	-13	10	2	-6	22	1
O=C(COc1ccc2c3c(c(=O)oc2c1)CCCC3)NCCCN1CCOCC1	-2	1	4	-4	-7	20	-158	3
COc1cccc(CNC(=O)C2CCN(Cc3cnn(-c4ccccc4)c3-n3cccc3)CC2)c1	-2	-8	21	-25	-12	-14	26	-3
COc1cc(C(=O)NC(C)c2cc(C)ccc2C)ccc1OCC(=O)N1CCOCC1 (stereo unspecified)	-7	-2	-17	-13	11	8	5	1
CCCCOC(=O)Nc1ccccc1C(=O)N1CCCC1	-5	3	-5	-1	-5	-12	0	1
Cc1ccccc1N1C(S)=C(C#N)C(=O)NC1c1cccs1 (stereo unspecified)	19	2	1	-9	-7	24	28	2
COc1ccc(NC(=O)CN2CCc3ccccc3C2)cc1	2	.	.	.	.	-10	6	1
O=C(CN1CCOCC1)Nc1c(Cl)cc(Cl)cc1Cl	-6	12	-7	11	3	-11	4	2
O=C(O)c1cccc(NC(=O)c2ccccc2NC(=O)c2ccccc2F)c1	3	8	-13	10	-7	-5	18	2

Random draw from the library. Share with any hit: about 3.6%.
